NPY-Y2 PAM-ag: human NPY-Y2 potentiation or agonism, primary screen; activation, % at 3.6 µM; 0.45% of 220,000 active; cells expressing NPY-Y2, potentiator/agonist read-out; in the data active means activation above about 27%;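 further: cells stimulated with NPY near EC25 plus isoproterenol at EC100; 0% = vehicle plus submaximal agonist and 100% = vehicle plus saturating agonist; some results beyond the cut were filed as inactive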
BaF3 tox: reduces parental Ba/F3 cell viability, JAK2V617F counter-screen; CellTiter-Glo ATP luminescence; inhibition, % at 5.6 µM; 1.1% of 220,000 active;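 active means inhibition above a per-campaign cutoff, the mean inhibition of all tested compounds plus 3 SD, cut at about 27% in these data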;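 further: 0% = DMSO wells and 100% = JAK Inhibitor I control wells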
NPY1 pot ag: human NPY-Y1 potentiation or agonism, primary screen. P25929. AID 1304. 0.37% of 220,000 active. NPY-Y1 expressing cells, potentiator/agonist activation. activation, % at 3.6 µM; in the data active means activation above about 33%, passing the limit was not always enough;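 further: cells stimulated with NPY at EC10 then isoproterenol at EC100; 0% = low agonist plus stimulus and 100% = saturating agonist plus stimulus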
NPY Y1 blocker: NPY-Y1 (human) receptor antagonism; HEK293-CNG Y1 cells, membrane potential fluorescence; NPY at EC95, then isoproterenol; P25929; 1% of 200,000 active; AID 1040; inhibition, % at 3.6 µM;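 active means inhibition above the campaign mean inhibition of all tested compounds plus 3 SD, cut at about 20% in these data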;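 further: 0% = DMSO wells given NPY plus isoproterenol and 100% = isoproterenol alone without NPY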
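Benchmarks – high control isoproterenol alone, low control NPY with isoproterenol · Material – HEK293 Y1/CNG channel cell line · Times – dye 3 h, compound 60 min room temperature, stimulation 45 min · Probe or stimulus – NPY (25 nM), isoproterenol (1 µM), Ro 20-1724 (25 µM) · Evaluation – % inhibition of NPY effect · Signal – fluorescence, membrane potential probe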
p47phox inh: inhibitors of human p47phox binding; 0.53% of 220,000 active; inhibition, % at 24.7 µM; p47phox/p22phox peptide binding, fluorescence polarization, 2 h; P14598;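 active means inhibition above about 30%, limit read from the data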;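 further: 0% = p47phox with labelled peptide and 100% = labelled peptide alone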
Target sequence (P14598 whole entry, looked up): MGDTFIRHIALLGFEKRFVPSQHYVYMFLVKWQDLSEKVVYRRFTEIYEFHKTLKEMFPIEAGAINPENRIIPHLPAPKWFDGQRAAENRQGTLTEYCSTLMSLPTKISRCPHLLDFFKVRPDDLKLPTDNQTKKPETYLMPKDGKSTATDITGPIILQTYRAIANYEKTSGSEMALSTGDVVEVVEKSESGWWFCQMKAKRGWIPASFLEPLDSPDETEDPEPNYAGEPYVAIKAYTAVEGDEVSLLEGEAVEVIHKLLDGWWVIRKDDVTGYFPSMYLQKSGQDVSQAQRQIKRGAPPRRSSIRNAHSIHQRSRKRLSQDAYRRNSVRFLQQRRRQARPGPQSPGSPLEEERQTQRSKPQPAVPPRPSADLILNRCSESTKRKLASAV
CHOP inhibitor: blocks CHOP induction under ER stress; CHO-K1 CHOP-promoter luciferase, tunicamycin-induced, 15-18 h; inhibition, % at 10 µM; 3.8% of 220,000 active;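 active means compounds that reduced the stress-induced luciferase reporter signal by more than about 70% of percent inhibition, limit read from the data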;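 further: 0% = tunicamycin plus vehicle and 100% = wells without tunicamycin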
S1P4 ag: human S1P4 receptor agonism. activation, % at 4.98 µM. O95977. 0.35% of 220,000 active. S1P4-expressing cell line, agonist reporter assay. AID 1509; in the data active means activation above about 11%;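 further: 0% = DMSO vehicle and 100% = reference agonist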
Target sequence (O95977 whole entry, looked up): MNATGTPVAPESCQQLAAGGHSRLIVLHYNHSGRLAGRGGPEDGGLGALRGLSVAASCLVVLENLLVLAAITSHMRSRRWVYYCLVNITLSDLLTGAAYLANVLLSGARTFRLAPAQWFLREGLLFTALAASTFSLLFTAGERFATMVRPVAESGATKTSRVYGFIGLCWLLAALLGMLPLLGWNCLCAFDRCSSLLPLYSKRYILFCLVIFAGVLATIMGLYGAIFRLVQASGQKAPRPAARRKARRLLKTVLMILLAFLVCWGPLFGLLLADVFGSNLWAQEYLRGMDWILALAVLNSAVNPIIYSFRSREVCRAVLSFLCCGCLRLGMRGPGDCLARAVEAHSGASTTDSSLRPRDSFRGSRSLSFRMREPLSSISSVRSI
Ba/F3 V617F tox: reduce viability of Ba/F3 cells dependent on JAK2V617F. Ba/F3 EpoR-JAK2V617F viability, ATP luminescence. inhibition, % at 5.6 µM. 1.1% of 220,000 active. AID 1446;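 active means inhibition above the campaign mean plus 3 SD over all tested compounds, cut at about 24% in these data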;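 further: cytokine-independent growth of Ba/F3 cells driven by EpoR plus mutant JAK2; 0% = DMSO-treated cells and 100% = JAK inhibitor I control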
S1P4 antag: antagonists of human S1P4 receptor; O95977; S1P4-expressing cells, antagonist mode, reporter read-out; inhibition, % at 4.98 µM; 0.26% of 220,000 active; AID 1510; in the data active means inhibition above about 29%;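 further: 0% = wells stimulated with agonist and 100% = vehicle wells without agonist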
Active calls of the source: *; nt = not tested or not shown; & = joins results of further samples.

canonical_smiles	NPY1 pot ag	S1P4 antag	CHOP inhibitor	NPY-Y2 PAM-ag	Ba/F3 V617F tox	p47phox inh	BaF3 tox	S1P4 ag	NPY Y1 blocker
COc1ccc(OCC(=O)Nc2c3c(nn2C(C)(C)C)CSC3)cc1	-11	-10	31	-3	1	-22	7	1.6	6
Cc1ccc(C(=O)N/C(=C/c2ccc(-c3cccc([N+](=O)[O-])c3)o2)C(=O)NCCCN(C)C)cc1	3	-9	8	-10	10	0	18	-3.8	28*
COc1ccc(S(=O)(=O)Nc2ccc(S(=O)(=O)N3CCCCC3)cc2)cc1	12	-13	-5	-11	-1	-18	4	1.9	1
Cc1ccc2c(CC(=O)O)coc2c1C	-48	-3	26	-26	4	-5	8	-1.5	9
CCOC(=O)/C(C#N)=C\c1cn(C)c2ccccc12	-5	-5	-2	1	2	-14	7	0.1	4
Cc1ccc2oc(=O)c3cnn(CC(=O)NCCN4CCOCC4)c3c2c1	-2	2	23	8	-2	-16	1	-0.2	5
COc1ccc(C(CNC(=O)COc2ccccc2-c2ccccc2)N2CCOCC2)cc1 (stereo not given)	1	5	28	0	-3	25	1	-0.5	5
O=C(Nc1ncccn1)C1CCCN1S(=O)(=O)c1ccc(Cl)c(Cl)c1 (stereo not given)	-24	-12	-19	7	-4	-14	1	-4.6	4
CSc1nc2nc3c(cc2c(=O)n1-c1ccccc1C)COC(C)(C)C3	14	-9	-5	4	1	-5	-2	0.0	nt
Cc1ccsc1/C=N/NC(=O)c1cccnc1	21	-3	10	6	-2	-14	-1	0.7	nt
O=c1ccn(CCOc2ccc(Cl)cc2)c(=O)[nH]1	7	-8	8	-12	-5	-18	1	-2.4	-2
CCOc1cc(NC(=O)CCl)c(OCC)cc1NC(C)=O	28	-2	13	4	-1	-2	1	-0.9	-2
CCOc1cc(N2CCOCC2)c(OCC)cc1NC(=O)c1ccco1	4	-18	3	-15	3	-7	3	0.9	1
Cc1ncoc1C(=O)N1CCCC(C(=O)c2cccc3ccccc23)C1 (stereo not given)	1	-3	-2	11	-4	-10	3	-0.7	1
CCN(CC)S(=O)(=O)c1ccc(C(=O)OCCNC(=O)c2cccnc2)cc1	-5	-8	16	-6	-2	-10	0	-0.3	-3
O=C(CCCOc1ccc(Cl)cc1Cl)N/N=C/c1ccco1	6	-9	23	-10	-3	1	0	1.4	3
O=C(Nc1nc(-c2cccs2)c(-c2cccs2)s1)C1(c2ccccc2)CC1	-1	-16	3	12	-5	-14	1	1.2	3
Cc1cc(=O)oc2cc(OCCC[n+]3ccccc3)ccc12	15	-7	4	-14	6	2	3	0.1	nt
C/C=C/COC(=O)c1[nH]c2c(c1C)C(=O)CC(c1ccc(N(C)C)cc1)C2 (stereo not given)	1	-6	0	5	1	-13	4	0.2	5
Cc1cc(N2CCCCC2)n2nc(C)c(-c3ccccc3)c2n1	-16	-24	49	6	0	-3	2	2.8	2
Cc1cc(C)cc(NC(=O)C2CCN(c3cnccn3)CC2)c1	-11	15	-5	-6	8	-4	8	0.9	6
OCC1(C2=NOC(O)(C(F)(F)F)C2)CCCCC1 (stereo not given)	8	1	7	-6	2	-26	4	0.7	-10
COc1cccc(CNC(C)(C)CO)c1OCc1ccc(Cl)cc1	-28	-4	6	-14	0	-9	2	1.1	9
CC(C)n1nc(C(=O)N2CCN(S(=O)(=O)c3cccs3)CC2)c2ccccc2c1=O	-19	-5	8	-9	2	-6	3	-0.4	nt
Oc1ccc(NC(=S)Nc2ccccc2)cc1	4&3	2&1	15&7	-13&11	-2&-1	-7&-3	-1&3	1.0&1.0	-3
CCOc1ccc(Br)cc1S(=O)(=O)N1CC(C)OC(C)C1 (stereo not given)	-5	4	57	-4	-4	-16	3	0.6	4
Cc1ccc(NC(=O)c2ccc(OC(=O)c3ccco3)cc2)cc1	6	-2	6	-9	1	-3	4	-1.6	0
CNC(=S)N1CCN=C1Nc1nc(C)cc(C)n1	-2	-11	-1	17	2	-16	9	3.5	3
COc1ccc(CN=C(C#N)C2=C(O)c3ccccc3C2=O)cc1	-39	-1	0	-41	-4	-14	-1	0.9	nt
Cc1nn(Cc2ccccc2)c(=O)n1N(C)c1ncc(C(F)(F)F)cc1Cl	-5	4	25	8	3	-9	6	-0.2	-2

Further structures follow:
canonical_smiles	NPY1 pot ag	S1P4 antag	CHOP inhibitor	NPY-Y2 PAM-ag	Ba/F3 V617F tox	p47phox inh	BaF3 tox	S1P4 ag	NPY Y1 blocker
O=C(NC1CC1)C1CCN(C2CCN(C(=O)/C=C/c3ccc(F)cc3)CC2)CC1	7	-15	22	4	-1	-19	2	0.0	-3
COc1ccc(COC(=O)N/N=C(\C)CC(=O)Nc2ccc(Cl)cc2)cc1	-10	-15	25	-1	-3	-3	4	0.6	0
C=CCc1ccc(OCCOCCNCCOC)c(OC)c1	2	-10	2	-2	-1	-7	1	0.4	8
N#Cc1ccc(CSc2nnc(-c3ccncc3)o2)cc1	1	-8	15	6	-1	-18	3	-2.5	5
Cc1ccc(-c2nnc(SC(C)C#N)n2N)cc1 (stereo not given)	-3	-5	50	-2	3	-6	3	4.4	-2
N#Cc1c(Oc2ccc3ccccc3c2)sc(C(=O)c2ccccc2)c1N	-4	-2	48	-8	0	-23	0	1.3	5
C=CCN1C(=O)SC(Cc2cccc(OC)c2O)C1=O (stereo not given)	23	-2	22	1	2	4	5	0.6	-4
COc1ccc(N2CCN(CC(=O)Nc3c(C)cc(C)cc3C)CC2)cc1	4	10	45	1	-1	-12	7	1.6	3
COc1ccc(/C=N/Nc2cc(N3CCCC3)nc(N3CCCC3)n2)cc1	22	-5	31	8	0	-19	9	1.8	8
COc1ccc(NC(=S)NCc2cccs2)c(OC)c1	8	-12	16	1	3	-5	7	1.2	-1
CC(NC(=O)COC(=O)CCNC(=O)c1ccco1)C12CC3CC(CC(C3)C1)C2 (stereo not given)	-31	9	5	-25	0	-4	2	2.7	20*
CN(C)c1ccc(P(=O)(OCc2ccccc2)C(O)c2cccnc2)cc1 (stereo not given)	-7	8	-26	10	2	-4	8	-0.4	-11
O=C(Nc1ccc(Cc2ccncc2)cc1)c1ccc(S(=O)(=O)N2CCOCC2)cc1	-8	-7	23	10	-3	-8	7	0.1	-5
COCCOc1cc(N2C(=O)CSCC2=O)c(Cl)cc1Cl	11	-2	4	-9	0	-4	3	2.4	1
COc1ccc(C2N(c3ccc4c(c3)OCCO4)C(=O)C2(F)F)cc1OC (stereo not given)	-20	-4	-4	-19	-1	-1	4	1.3	nt
CC1CC(OCC(O)CN2CCOCC2)CC(C)(C)C1 (stereo not given)	7	-16	-13	24	1	-1	1	1.4	4
CC(NC(=O)CSc1ncnc2nc[nH]c12)c1ccccc1 (stereo not given)	15	6	17	5	-5	-12	1	-1.4	0
CCOc1ccc(S(=O)(=O)NCc2ccncc2)cc1	-63	-5	78*	15	65*	0	61*	-2.3	-2
O=C(CCn1c(=O)oc2ccccc21)NCCC1=CCCCC1	14	-2	-2	-6	-1	-16	-1	-1.8	nt
CCOc1ccc(Oc2c(C)oc3cc(O)ccc3c2=O)cc1	-16	7	-1	-14	-2	1	5	0.5	2
Cc1c(C(=O)N2CCCCC2)nn(-c2ccc(Cl)cc2)c(=O)c1C#N	6	-1	-4	8	-2	-7	3	0.1	-3
CCOC(=O)c1c(C)[nH]c(C)c1C(=O)COc1ncnc2ccccc12	-14	-5	5	-19	2	-2	4	2.2	-3
COc1ccc(CN=CC2=C(O)CNC2=O)cc1	14	-3	-1	8	3	-8	3	-0.3	-3
Cc1ccc(CNC(=O)CCc2ccc(S(=O)(=O)NC3CCCCC3)cc2)cc1	-16	-15	15	-17	-1	-12	1	1.1	3
O=C(CSc1nc2ccc(NC(=O)CSc3nnnn3-c3ccccc3)cc2s1)Nc1ccccc1	-17	-8	36	11	0	-34	2	1.4	-3
COC(=O)C1=C(C)N=C2SC(C#N)=C(N)N2C1c1cccc(OC)c1 (stereo not given)	15	-15	11	9	-5	-18	0	1.1	-5
Cc1nc(Nc2ccncc2)c2oc3ccccc3c2n1	0	-7	-32	10	19	-4	23	0.8	-5
O=C1CN(C(=O)c2ccc(Br)o2)C(c2ccc(F)cc2)c2cc(F)ccc2N1 (stereo not given)	-1	-15	47	-14	-1	-6	3	2.2	-1
CCCn1c(=N)n(CC(=O)c2ccco2)c2ccccc21	1	-17	20	-6	-2	-10	2	2.4	1
COC(=O)C1=C(C)N=C2SCCC(=O)N2C1c1cc(Br)ccc1OC (stereo not given)	0	0	-7	25	0	-5	0	3.5	5

Other records:
canonical_smiles	NPY1 pot ag	S1P4 antag	CHOP inhibitor	NPY-Y2 PAM-ag	Ba/F3 V617F tox	p47phox inh	BaF3 tox	S1P4 ag	NPY Y1 blocker
Cc1c(NC(=O)COC(=O)C2CC3C=CC2C3)c(=O)n(-c2ccccc2)n1C (stereo not given)	-8	-6	-30	7	0	-6	4	0.9	0
CCn1c(SCC(=O)OC(C)C)nnc1-c1ccccc1	19	-22	17	-7	-3	-13	-2	1.5	nt
Fc1ccccc1COc1ccc(/C=N/NC(=S)NCc2ccccc2)cc1	-12	-9	32	9	-1	4	1	0.1	-2
Cc1sc2ncnc(OCC(=O)c3ccc(S(=O)(=O)N4CCCC4)cc3)c2c1C	-25	-4	30	-14	2	-10	2	-0.5	-3
COc1ccc(CC(=O)NNC(=O)c2cccnc2)cc1OC	18	-8	-6	6	0	2	7	1.2	0
Cc1nc(C2CCC3C4CCC5=CC(=O)CC[C@]5(C)C4CC[C@]23C)cs1 (stereo not given in full)	-39	-2	76*	-4	0	-7	0	-0.5	nt
COC(=O)c1sc(=S)n(-c2cccc(Cl)c2)c1N	23	-6	11	-6	1	-4	1	0.4	-4
COc1cc(OC)c2nc(C)c3c(c2c1)N(c1ccc(O)cc1)CC3	19	-2	22	-3	1	16	5	-2.4	2
COc1ccccc1NC(=S)N1CCOCC1	13	-12	-5	-5	-1	1	10	-2.8	4
COC(=O)c1c(NS(=O)(=O)c2ccc3ccccc3c2)sc2c1CCCC2	19	-9	10	-26	3	-3	8	1.3	3
CCCCC(=O)Nc1cccc(-c2cn3ccsc3n2)c1	18	2	9	-1	1	-18	2	-1.7	-3
Cc1cc(C)c(C(N)=O)c(NC(=O)Nc2ccccc2Cl)n1	7	2	51	-5	-3	-12	2	0.4	2
Cc1ccc(/C=C2\SC(=S)N(CCCC(=O)Nc3ccccn3)C2=O)cc1	-13	-14	111*	-6	-2	-6	0	0.8	2
C=CCn1c(-c2ccc(=O)n(Cc3ccccc3)c2)n[nH]c1=S	5	-23	-8	0	1	-2	6	0.1	-1
CCNC(=S)N1CCN(S(=O)(=O)c2ccccc2C(F)(F)F)CC1	-5	-19	14	-4	5	-45	8	1.3	1
CCN1CCc2nc3ccccc3c(C(=O)Nc3ccc(F)cc3)c2C1	-32	0	2	0	2	-6	-1	0.7	nt
COc1ccccc1C1CC(c2cccs2)=Nc2ccccc2S1 (stereo not given)	-36	8	84*	-2	4	-15	5	1.6	19

Single entries from above.
CN(C)c1ccc(P(=O)(OCc2ccccc2)C(O)c2cccnc2)cc1 (stereo not given) @ S1P4 antag = 8
COC(=O)c1sc(=S)n(-c2cccc(Cl)c2)c1N @ Ba/F3 V617F tox = 1

Screens deposited in PubChem by several laboratories.
